# PGE2 EP2 inh – human EP2 receptor antagonists, primary screen, TR-FRET cAMP, C6 glioma cells; C6 glioma cells expressing human EP2; cells stimulated with saturating PGE2; inhibition, % at 25 µM; 260,000 compounds, 0.52% hits; Prostaglandin E2 receptor EP2 subtype (Homo sapiens), P43116;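 active = percent inhibition above 40 after rounding to a whole number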;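 also: rat C6 glioma host cells with rolipram phosphodiesterase inhibitor present; the protocol text gives 20 µM as final concentration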
# Calpain2 inh – inhibitors of pig calpain II, primary screen, biochemical, fluorogenic peptide substrate, 1536-well; purified calpain II, 30 min; inhibition, % at 16 µM; 220,000 compounds, 0.37% hits; AID 1236, 2008;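 active = inhibition above about 50%, limit read from the data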
# eIF4E 4G PPI – eIF4E–eIF4G protein interaction inhibitors, primary screen, biochemical, uHTS, TR-FRET, eIF4GI fragment. Eukaryotic translation initiation factor 4E (Mus musculus) + Eukaryotic translation …. TR-FRET eIF4E-eIF4GI(517-606) binding, 2 h. inhibition, % at 21.7 µM. 220,000 compounds, 0.37% hits. AID 782, 2007;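 active = inhibition above about 30%, limit read from the data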;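 also: 0% = full FRET control wells and 100% = background wells lacking eIF4GI fragment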
# Hck-Nef inh – inhibitors of Nef-activated human Hck kinase, primary screen, biochemical, Z-Lyte FRET, 384-well, Hck-YEEI. Recombinant Hck-YEEI plus Nef, Z-Lyte FRET kinase assay. 220,000 compounds, 0.68% hits. Tyrosine-protein kinase HCK (Homo sapiens), P08631. inhibition, % at 20 µM;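 active = Hck-Nef kinase inhibition above about 50%, limit read from the data; inactive = inhibition below that limit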;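 also: 0% = DMSO with Hck plus Nef and 100% = Hck alone without Nef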
# 14-3-3 Bad inh – inhibitors of 14-3-3 zeta/Bad binding, primary screen, biochemical, TR-FRET, bovine 14-3-3 zeta | 14-3-3 protein zeta/delta (Bos taurus), P63103 | TR-FRET 14-3-3zeta/Dy647-pBad peptide displacement, 1 h | inhibition, % at 21.7 µM | 220,000 compounds, 0.71% hits;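 active = inhibition above about 70%, limit read from the data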;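 also: 0% = full 14-3-3 plus peptide FRET controls and 100% = background without 14-3-3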
# L929 necroptosis – inhibitors of zVAD-triggered necroptosis, primary screen, L929 cells; 220,000 compounds, 0.38% hits; AID 1377, 2008; viability rescue, % at 10 µM; L929 zVAD necroptosis rescue, ATP luminescence, 24 h; with zVAD 60 µM;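 active = activation, scaled between plate controls, above about 75%, limit read from the data; inactive = activation under that limit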;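 also: 0% = zVAD with DMSO and 100% = DMSO alone without zVAD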
# EP2 mod – EP2 receptor modulators, cAMP readout, primary screen, cell-based, HTRF cAMP, PGE2 stimulation; Prostaglandin E2 receptor EP2 subtype (Homo sapiens), P43116; EP2-expressing cells, cAMP HTRF FRET, PGE2 co-stimulation; induction, % at 25 µM; 260,000 compounds, 0.83% hits;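 active = compounds whose cAMP rise, as percent of the full-agonist control response, exceeds 60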;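 also: rat C6 glioma line stably carrying human EP2 under a CMV promoter; the protocol text gives 20 µM as final concentration; 100% = response of wells given 1 µM PGE2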
# Rad51 HR inh – human RAD51 strand exchange inhibitors, primary screen, biochemical, fluorescence; hRad51 DNA strand exchange, fluorescence dequenching; inhibition, % at 10 µM; 200,000 compounds, 0.085% hits;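 active = inhibition above 40% at the single screening dose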;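 also: 0% = DMSO control wells and 100% = blanks with heterologous ssDNA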
#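 Material: human Rad51–ssDNA filaments; Probe or stimulus: labelled 47-mer dsDNA for strand exchange; Doses: single 10 µM dose; Incubation: 37 °C 15-min filament assembly, 30-min compound preincubation, 15-min exchange; Technique: FRET fluorescence dequenching, excitation 485 nm, emission 520 nm; Measure: Fluorescence-based percent inhibition, control- and blank-normalised; Benchmarks: plate control and blank wells.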
# Tb hexokinase – Trypanosoma brucei hexokinase 1 inhibitors, primary screen, biochemical, G6PDH-coupled NADH absorbance, MLSCN library; 220,000 compounds, 0.11% hits; inhibition, % at 10 µM; recombinant TbHK1, G6PDH-coupled NADH A340; hexokinase 1 [Trypanosoma brucei]; AID 1430, 2008;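 active = inhibition of 50% or more in the single-dose primary screen; inactive = inhibition below 50%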
# An asterisk follows results filed as active; x = no result given; & = joins results of further samples; [ ] = remark or other dose.
molecule	PGE2 EP2 inh	Calpain2 inh	eIF4E 4G PPI	Hck-Nef inh	14-3-3 Bad inh	L929 necroptosis	EP2 mod	Rad51 HR inh	Tb hexokinase
N#CCSc1nnc(-c2cnccn2)n1Cc1ccccc1	6	-10	3	8	2	0.3	22	-4	4
Cc1ccc(S(=O)(=O)NCCOC(=O)Nc2sc(=S)n(C)c2C)cc1	5	-5	12	2	-18	-1.0	23	2	-25
COC(=O)C1=C(C)Nc2nc3ccccc3n2C1c1cc(OC)c(OC)c(OC)c1 (stereo not given)	8	1	2	21	1	0.3	16	10	-31
COc1ccc(Cl)cc1NC(=O)CN1c2ccccc2CC1C (stereo not given)	6	3	-2	22	-9	1.1	57	-4	6
Nc1nnc(SCc2cn3cc(Cl)ccc3n2)s1	0	0	-1	17	-6	-0.7	-46	x	-3
Cc1nc(SCc2cccc(F)c2)[nH]c(=O)c1C#N	7	-30	-2[fluorescence artefact?]	0	3	-0.7	-7	0	-3
c1ccc(Cn2cc(CN3CCCCO3)c(-c3ccc4c(c3)OCO4)n2)cc1	2	-4	3	12	-2	0.3	21	x	-1
O=c1c2ccccc2nnn1CSc1ccc2c(c1)OCCO2	2	0	5[fluorescence artefact?]	1	-14	0.8	-8	-7	1
CC1CC(C)CN(CC(=O)N2CCCc3c2c(=O)oc2ccc(OCc4ccccc4)cc32)C1 (stereo not given)	21	-30	1	-2	-2	-0.3	28	3	-9
Cc1ccc(-c2nnc(NCc3nc4ccccc4[nH]3)c3ccccc23)cc1S(=O)(=O)N(C)C	2	-51	5	5	-14[fluorescence artefact?]	-0.1	-1	7	-3
COC(=O)c1cnc2c(c1C(=O)OC)c(=O)n(C)c(=O)n2C	8	-24	4	0	9	0.4	14	x	31
COc1ccc(OC2C(=O)N(Cc3ccc4c(c3)OCO4)C2c2sccc2C)cc1 (stereo not given)	9	23	-8	0	1	0.1	-17	0	8
CCOc1ccccc1NC(=O)C(=O)NCCC1=CCCCC1	2	-8	2	27	-9	21	24	-6	1
CC(Sc1ncnc2sccc12)C(=O)Nc1ccc(C(N)=O)cc1 (stereo not given)	8	-37	-1	22	-6	3.1	-16	22	0
CC(C)NC(=S)Nc1ccc(S(=O)(=O)Nc2ncccn2)cc1	5	-4	6	3	-31	0.9	6	8	1
COc1cnn(-c2ccc(C)cc2)c(=O)c1SCc1ccccc1	15	-6	2	0	11	-0.1	10	-9	-13
COc1cc(CN2CCN(c3cccc(Cl)c3)CC2)cc(OC)c1OC	6	22	-1[fluorescence artefact?]	1	18[fluorescence artefact?]	1.2	32	-8	1
Cc1nn2c3ccccc3n(CC(=O)c3cccs3)c2nc1=O	5	-277	-1	17	-5	1.9	9	1	-12
Cc1ccc(S(=O)(=O)N(C)C)cc1NC(=O)COC(=O)CCC(=O)c1ccc(F)cc1	4	-3	3	2	4[fluorescence artefact?]	0.9	29	3	1
Cc1cccc(OCC(O)Cn2c(NCCCOC(C)C)nc3c2c(=O)[nH]c(=O)n3C)c1 (stereo not given)	10	2	3	1	-5	-0.3	17	-1	-7
COc1cc(/C=C2\CCOC2=O)cc(OC)c1OC	7	24	3	0	-6	-0.3	-7	-9	-21
COc1ccc(C(=O)Nc2ccc(S(=O)(=O)NC(C)=O)cc2)cc1	7	3	-2	0	-1	0.7	-4	-2	-2
CCCCCNC(=O)Cc1ccc(OC)cc1	17	-24	8	-5	-7	1.5	13	11	7
COC(=O)c1cc(=O)n(Cc2ccccc2)c(=NCc2ccccc2)s1	7	-10	1	1	-16	1.5	48	-5	-14
CCCCC/C=N/NC(=O)c1[nH]c2ccc([N+](=O)[O-])cc2c1C	9	10	2	5	-10	0.7	-9	-5	-26
CC1(C)OC(=O)C(=C2CCCN2)C(=O)O1	x	8	3[fluorescence artefact?]	1	-1[fluorescence artefact?]	0.6	12	x	0
CCOC(=O)c1cc2c(=O)[nH]ccc2nc1C	9	x	x	1	x	0.3	x	-4	-10
Cc1ccc2nc(Nc3ncc4c(n3)CC(C)(C)CC4=O)nc(C)c2c1	7	16	4	25	0	4.1	-4	-28	-13
CCOC(=O)CSc1nc2c(c(=O)n(C)c(=O)n2C)n1CCCc1ccccc1	15&16	27	3	0	11	-0.1	5&-15	-2	-6
Cc1ccc(-c2cc(C(=O)NCc3cnn(C)c3C)c3cc(Br)ccc3n2)cc1	18	-62	-46	13	14	-0.2	33	-9	-9
COCCOC(=O)C1=C(C)NC2=C(C(=O)CC(C)(C)C2)C1c1ccc2c(c1)OCO2 (stereo not given)	9	-34	7	25	-31	0.8	13	-6	-10
O=C(Nc1ccc(-n2cnnn2)cc1)C1CCCN1C(=O)NC1CCCCC1 (stereo not given)	4	17	-1	5	3	0.0	16	4	-1
CCOC(=O)c1nc(C)[nH]c1C(=O)OCC	5	-7	0	3	48	0.0	9	3	24
CC(/C=C/c1ccccc1)=N/NC(=O)c1cccc(Br)c1	2	-12	2	-11	-21	7.3	-13	-87	-12
Cn1c(=O)c2c(ncn2CC(=O)Nc2ccc(Cl)cc2Cl)n(C)c1=O	15	-9	3	-1	-2	0.1	15	-4	-1
O=C(NCc1cccs1)C1CCN(S(=O)(=O)c2cccc3nsnc23)CC1	5	10	0	2	-3	0.0	-6	10	30

# Part of the list above, with values under each structure:
# Second line of a record: PGE2 EP2 inh | Calpain2 inh | eIF4E 4G PPI | Hck-Nef inh | 14-3-3 Bad inh | L929 necroptosis | EP2 mod | Rad51 HR inh | Tb hexokinase
CCOC(=O)CSc1nc2c(c(=O)n(C)c(=O)n2C)n1CCCc1ccccc1
    15&16 | 27 | 3 | 0 | 11 | -0.1 | 5&-15 | -2 | -6
Cc1ccc(-c2cc(C(=O)NCc3cnn(C)c3C)c3cc(Br)ccc3n2)cc1
    18 | -62 | -46 | 13 | 14 | -0.2 | 33 | -9 | -9
COCCOC(=O)C1=C(C)NC2=C(C(=O)CC(C)(C)C2)C1c1ccc2c(c1)OCO2 (stereo not given)
    9 | -34 | 7 | 25 | -31 | 0.8 | 13 | -6 | -10
O=C(Nc1ccc(-n2cnnn2)cc1)C1CCCN1C(=O)NC1CCCCC1 (stereo not given)
    4 | 17 | -1 | 5 | 3 | 0.0 | 16 | 4 | -1
CCOC(=O)c1nc(C)[nH]c1C(=O)OCC
    5 | -7 | 0 | 3 | 48 | 0.0 | 9 | 3 | 24
CC(/C=C/c1ccccc1)=N/NC(=O)c1cccc(Br)c1
    2 | -12 | 2 | -11 | -21 | 7.3 | -13 | -87 | -12
Cn1c(=O)c2c(ncn2CC(=O)Nc2ccc(Cl)cc2Cl)n(C)c1=O
    15 | -9 | 3 | -1 | -2 | 0.1 | 15 | -4 | -1
O=C(NCc1cccs1)C1CCN(S(=O)(=O)c2cccc3nsnc23)CC1
    5 | 10 | 0 | 2 | -3 | 0.0 | -6 | 10 | 30

# New compounds follow.
molecule	PGE2 EP2 inh	Calpain2 inh	eIF4E 4G PPI	Hck-Nef inh	14-3-3 Bad inh	L929 necroptosis	EP2 mod	Rad51 HR inh	Tb hexokinase
COCCn1c(SCC(=O)c2ccc3c(c2)OCCO3)nnc1-c1ccoc1C	8	18	-2[fluorescence artefact?]	2	9	-0.3	-7	0	-6
O=C(Nc1ccc(Cl)cc1)C1CCC(=O)N1Cc1ccccc1Cl (stereo not given)	15	25	-8	0	-1	0.0	5	x	6
O=C(Cc1cccs1)NCCn1ccc2ccccc21	9	-19	1[fluorescence artefact?]	-1	6	0.0	-3	-2	9
N#Cc1c(NC(=O)CSc2nnc(-c3ccccc3)o2)sc2c1CCCC2	6	36	-27	-1	15[fluorescence artefact?]	-0.1	8	-9	11
COc1ccc2nc(NC(=O)CN3CCOCC3)sc2c1	11	-3	1	-2	3	11	-2	1	2
Cc1cc(NC(=O)c2cccc(F)c2)no1	x	-4	6	1	15	0.0	-5	x	-6
COc1ccccc1C1NC=C([N+](=O)[O-])C=C1[N+](=O)[O-] (stereo not given)	5	13	-14	4	22[fluorescence artefact?]	0.8	-21	-1	-5
COc1ccc(/C(O)=C2/C(=O)C(=O)N(CCN3CCOCC3)C2c2ccccn2)cc1 (stereo not given)	11	-7	3	-1	4	-0.2	1	-3	-16
CN(C)CCNC(=S)Nc1ccc(Cl)cc1Cl	5	10	2	7	-16	x	-50	-35	1
CC1(C)CC(=O)c2c(Cc3ccccc3)n[nH]c2C1	9	16	2	3	-3	0.0	-14	-3	36
C/C=C(/C)C(=O)O[C@H]1[C@@H](O)c2c(ccc3ccc(=O)oc23)OC1(C)C	8	-81	1	-2	66[fluorescence artefact?]	-0.7	30	3	-20
CC1CCN(c2ncnc3nc[nH]c23)CC1	13	1	9[fluorescence artefact?]	5	-2	16	-37	-1	-1

# Complete entries, looked up by structure. Screens in order: PGE2 EP2 inh	Calpain2 inh	eIF4E 4G PPI	Hck-Nef inh	14-3-3 Bad inh	L929 necroptosis	EP2 mod	Rad51 HR inh	Tb hexokinase
# CN(C)CCNC(=S)Nc1ccc(Cl)cc1Cl as listed: 5	10	2	7	-16	x	-50	-35	1
# O=C(Cc1cccs1)NCCn1ccc2ccccc21 as listed: 9	-19	1[fluorescence artefact?]	-1	6	0.0	-3	-2	9

# (listing goes on)
molecule	PGE2 EP2 inh	Calpain2 inh	eIF4E 4G PPI	Hck-Nef inh	14-3-3 Bad inh	L929 necroptosis	EP2 mod	Rad51 HR inh	Tb hexokinase
Cc1nc(C(C)NC(=O)CCc2nnc(-c3ccsc3)o2)cs1 (stereo not given)	4	-8	0	-2	-8	0.1	15	8	2
O=C(NC1CCCC1)c1cccc(Cn2cc([N+](=O)[O-])cn2)c1	7	10	1	4	3	x	6	25	-3
COC(=O)C1C(=O)C2=C(CC1C)NC(C)=C(C(=O)OC1CCCCC1)C2c1ccc(N(C)C)cc1 (stereo not given)	4	-41	7	9	-14[fluorescence artefact?]	0.1	21	0	-25
O=C(CCNC(=O)c1ccccc1Cl)Nc1nc(-c2ccc3ccccc3c2)cs1	7	-10	2[fluorescence artefact?]	6	-20[fluorescence artefact?]	0.4	-29	6	25
CC(C)NC(=O)C1CC(=O)N(C(C)c2ccccc2)C1 (stereo not given)	3	12	-4	5	5	0.3	3	-1	2
NC(=O)[C@@H]1CC2(CC(c3cccc(NC(=O)CC(c4ccccc4)c4ccccc4)c3)=NO2)CN1C(=O)COc1ccc(Cl)cc1 (stereo not given in full)	5	-45	2	28	1	-0.1	0	-1	-9
CCOC(=O)N1CCC(Nc2nc3ccccc3n3nnnc23)CC1	x	-194	5	-1	-10	-0.4	-3	x	-14
CCCCCCN(C(=O)CCCCCN1C(=O)NC(c2ccccc2)C(C(=O)OCc2ccccc2)=C1C)C(C(=O)NCCCC)c1ccc(OCC(=O)OC)c(C(=O)OC)c1 (stereo not given)	14	29	-3	24	-5	1.6	8	3	6
CC(Oc1ccccc1)c1ccnn1S(=O)(=O)c1ccccc1 (stereo not given)	10	-1	-3	0	1[fluorescence artefact?]	-0.1	27	6	5
COC(=O)c1sc2ccccc2c1NC(=O)c1ccc(S(=O)(=O)N2CCC(C)CC2)cc1	4	-53	6	-1	-6[fluorescence artefact?]	5.4	-1	3	-1

# Not all compounds are listed (hit frequency here may not be typical).
